AT treatment: candidate therapy for ataxia-telangiectasia; […] A-T fibroblasts, KAP-1 phosphorylation AlphaLISA; neocarzinostatin DNA damage 30 min before lysis; Potency, µM (highest dose often 57.5 µM), without a hit: at the top dose activation, actives largely listed as activators; hit rate 0.19% among 320,000; also: potency is read from the fitted curve at half-maximal effect; % of control where 0% means no effect; nearly all actives have a fitted effect of over 45% in size
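ATM-like activity read as KAP-1 phosphorylation via AlphaLISA donor/acceptor antibody pairs after lysis and 6 hr at 25C. Cells were ATM-null patient fibroblasts ([…], hTERT), dosed 60 min, then exposed to the DSB inducer NCS for 30 min.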
TSG101-PTAP inh: blocks PTAP/TSG101 interaction to inhibit HIV-1 budding; Q99816; Fluorescence polarization, FITC-PTAP peptide / Tsg101 binding; Potency, µM (highest dose often 115 µM), for inactives: at the highest dose activity change, negative = inhibition, actives largely listed as inhibitors; 340,000 tested, under 10 active; active = well fitted inhibition curve with a large enough effect in the main read-out, with a control signal flat, not every such curve was filed as active; inconclusive = small, poorly fitted or top-dose-only effect, or effect the other way, or a change in a side signal; inactive = no such curve, though single readings can be large or run the other way; also: potency is read from the fitted curve at half-maximal effect; % of control where 0% means no effect
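Compounds were pin-transferred onto Tsg101 binding domain (10 uM final) in HEPES pH 7.5 buffer, then FITC-PTAP peptide was added at 50 nM final. After 20 min at RT, polarization reported peptide displacement across a qHTS concentration series.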
Eya2 inh: Eya2 (human) phosphatase inhibition | O00167 | recombinant Eya2, OMFP fluorescence dephosphorylation (OMFP is methylfluorescein phosphate) | Potency, µM (top dose mostly 76.9 µM), for the others: at the top dose activity, negative = inhibition, actives largely listed as inhibitors | hit rate 0.006% among 330,000; also: potency is read from the fitted curve at half-maximal effect; % is scaled to controls: 0 for no effect and ±100 for the full control effect
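Eya2 (0.2 uM) preincubated 10 min at ambient with compound, then OMFP substrate added at 50 uM; 10 min reaction in 50 mM HEPES pH 7.5, 50 mM NaCl, 5 uM MgCl2, 0.05% BSA, 1 mM DTT. Fluorescence read at Ex 485/Em 525 nm.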
ELG1 repair inh: ELG1-dependent DNA repair inhibition. HEK293T ELG1-luciferase reporter, luminescence, 16 h; DNA damage induced by 5-fluorouridine. Potency, µM (highest dose often 46.1 µM), for inactives: top-dose activity change, negative = inhibition, usual class: inhibitors. hit rate 2.3% among 330,000. AID 504467; also: potency is read from the fitted curve at half-maximal effect; % is scaled to controls: 0 for no effect and ±100 for the full control effect; nearly all actives have a fitted effect of over 55% in size
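Overnight (16 hr) co-exposure of 2,000 cells/well to 5-fluorouridine and compound at 37 °C preceded detection. Luciferase was quantified via ONE-Glo luminescence; loss of signal denotes inhibition.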
Integrin act MD: integrin-mediated muscular dystrophy alleviation activation | alpha7betagal myoblasts, beta-gal FDG fluorescence, 48 h | Potency, µM (series often up to 38.3 µM), for the others: at the highest dose activation, most hits filed as activators | hit rate 0.064% among 350,000 | AID 624291;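 also: potency is read from the fitted curve at half-maximal effect; 100% = response of the positive control SU9516; nearly all actives have a fitted effect of over 60% in size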
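Alpha7betagal+/- myoblasts (passage 13) were plated 16-24 hr, then exposed to compounds (1:260 dilution of DMSO stock) for 48 hours at 37C. After MPER lysis, β-galactosidase reporter activity was read as FDG fluorescence (ex 480/em 540) after 30 minutes.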
TSHR antag: blocks TSH signaling through the human TSH receptor | P16473 | TSHR-expressing cells, TSH-stimulated cAMP HTRF, 2 h; active compounds read low | activity change, negative = inhibition, % at 11.5 µM | hit rate 0.2% among 330,000 | AID 504810;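 active = activity change below a set negative limit, meaning inhibition stronger than a set level, cut at about -70% in these data; inconclusive = activity change between two set negative limits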; also: % is scaled to controls: 0 for no effect and ±100 for the full control effect
Target sequence (P16473 whole entry, looked up): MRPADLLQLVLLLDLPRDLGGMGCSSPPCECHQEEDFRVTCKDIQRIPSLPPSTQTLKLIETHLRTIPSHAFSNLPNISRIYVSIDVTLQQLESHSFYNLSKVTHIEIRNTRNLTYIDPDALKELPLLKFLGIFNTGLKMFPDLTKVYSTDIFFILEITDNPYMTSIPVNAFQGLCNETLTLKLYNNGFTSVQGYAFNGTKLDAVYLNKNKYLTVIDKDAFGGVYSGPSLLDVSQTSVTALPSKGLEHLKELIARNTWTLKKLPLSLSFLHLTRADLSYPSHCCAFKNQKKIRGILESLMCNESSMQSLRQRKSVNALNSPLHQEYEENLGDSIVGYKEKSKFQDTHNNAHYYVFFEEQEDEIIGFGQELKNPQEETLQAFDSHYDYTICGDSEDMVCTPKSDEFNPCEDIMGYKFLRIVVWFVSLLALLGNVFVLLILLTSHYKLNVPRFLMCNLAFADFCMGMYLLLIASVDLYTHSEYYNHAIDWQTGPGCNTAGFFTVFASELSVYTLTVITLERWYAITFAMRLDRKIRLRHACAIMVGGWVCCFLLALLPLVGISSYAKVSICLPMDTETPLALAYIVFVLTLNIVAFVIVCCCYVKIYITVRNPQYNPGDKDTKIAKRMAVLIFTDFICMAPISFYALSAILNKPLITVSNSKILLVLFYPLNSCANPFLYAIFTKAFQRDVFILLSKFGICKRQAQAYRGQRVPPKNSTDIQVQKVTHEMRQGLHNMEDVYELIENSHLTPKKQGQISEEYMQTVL
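Freshly harvested TSHR cells receive pin-tooled compound, then EC80 TSH at 4nM final. After 2 hours at 37 deg C, antibody in lysis buffer and cAMP-d2 are added; 30 minutes at ambient temperature precede the HTRF read.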
ASM inhibitor: inhibitors of human secretory acid sphingomyelinase | placental ASM, HMU-PC fluorogenic substrate, 60 min | Potency, µM (series often up to 57.5 µM), inactives show at the highest dose activity change, negative = inhibition, actives largely listed as inhibitors | hit rate 0.006% among 340,000; also: potency is read from the fitted curve at half-maximal effect
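Steps: dispense placental human ASM, pin compound, wait 10 min at room temperature, add HMU-PC0 substrate at 9 uM final, incubate 60 min at 37 °C, add stop solution raising pH to 10, read fluorescence.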
Mito fusion act: mitochondrial division inhibition or fusion activation. S. cerevisiae fusion-defective mutant growth rescue, CellTiterGlo 48 h. Potency, µM (highest dose often 46.1 µM), for the others: top-dose growth rescue (activation), most hits filed as activators. hit rate 0.23% among 320,000;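 also: potency is read from the fitted curve at half-maximal effect; % of control where 0% means no effect; nearly all actives have a fitted effect of over 45% in size; temperature-sensitive fusion mutants such as fzo1-1 at 37 °C on non-fermentable ethanol glycerol medium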
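S. cerevisiae fusion-defective temperature-sensitive mutants (e.g. fzo1-1, mgm1-5) grown 48 h at 37C in YPEG (ethanol/glycerol non-fermentable) medium with 23 nl compound per well; growth rescue read as CellTiterGlo luminescence.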
TCR activator: activates T cell receptor signaling; Potency, µM (titrated, usually from 9.22 µM), inactives show at the highest dose activation of IL-2 secretion, hits mostly activators; 330,000 tested, under 10 active; primary human leukocytes, anti-CD3, IL-2 HTRF, 48 h; also: % of control where 0% means no effect
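Readout: HTRF IL-2, Eu-cryptate/d2 antibody pair, 320nm excitation, 665nm emission. Stimulus: a-CD3 beads, no co-stimulation. Cells: primary human leukocytes. Exposure: 48 hr with compound.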
BCR signal inh: inhibitors of chronic active B-cell receptor signaling. ABC-DLBCL IkBa-CBG/CBR reporter, luminescence ratio, 4 h. Potency, µM (top dose mostly 46.1 µM), inactives show at the top dose ratio change, negative = lower green/red ratio, actives largely listed as inhibitors. AID 493014. hit rate 0.05% among 340,000; active = well fitted inhibition curve with a large enough effect in the signal ratio, with a control signal flat, not every such curve was filed as active; inconclusive = small, poorly fitted or top-dose-only effect, or effect the other way, or a change in a side signal; the % refers to the signal ratio;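 also: potency is read from the fitted curve at half-maximal effect; plate controls were basal doxycycline-induced cells for no effect and cells given 10 µM MG132 for full effect; MG132 reads +100%, hits lower the ratio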
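Concentration-response series (up to 46 uM) were applied to TMD8 dual-reporter cells for 4 h at 37C with doxycycline. Green/red ratio, after filter-overlap correction, defined %Activity; red signal alone was normalised to basal cells and zero luminescence.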
Tb PFK block: blocks T. brucei phosphofructokinase | O15648 | T. brucei PFK, ADP-Glo luminescence | Potency, µM (highest dose often 57.5 µM), without a hit: top-dose activity, negative = inhibition, hits mostly inhibitors | hit rate 0.17% among 330,000 | AID 485367;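 also: potency is read from the fitted curve at half-maximal effect; 0% = uninhibited 1x PFK enzyme wells and -100% = no-enzyme wells; nearly all actives have a fitted effect of over 60% in size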
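ADP-Glo luminescence quantified ADP after 45 min at room temperature, with 1.25 nM T. brucei PFK, 0.1 mM ATP and 0.5 mM fructose-6-phosphate in pH 8.0 TEA buffer. qHTS titrations up to 57 µM; curves classified by quality.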
Starred values were filed as active, the others as inactive; ? = inconclusive; / = no result given; [ ] = remark or other dose. Unless noted, calls follow the shape of the dose curve; as a rule, active = well fitted curve in the direction sought with a large enough effect; inconclusive = small, poorly fitted or top-dose-only effect, or another doubt; inactive = no such curve, though single readings can be large; an effect the other way counts as inactive or inconclusive. An unsorted share of the library; any-hit rate near 3.2%.

smiles | Integrin act MD | Mito fusion act | TSG101-PTAP inh | TSHR antag | BCR signal inh | ELG1 repair inh | TCR activator | ASM inhibitor | Eya2 inh | AT treatment | Tb PFK block
CCCCN(C(=O)CSc1nnc(Nc2ccccc2)s1)c1c(N)n(CCC)c(=O)[nH]c1=O | -18% | 28% | -6% | 8 | ? | -5% | -4% | 0% | -25% | 0% | -1%
O=C(C1=C[C@H](c2coc3ccccc3c2=O)C[C@H](OCCCCO)O1)N1CCN(Cc2ccccc2)CC1 | 4% | -2% | -5% | -8 | / | -24% | -5% | 11% | 14% | 9% | 0%
CCOC(=O)c1nc2cc3n(c(C)c-2c1C)C(C)C(C)=C3C (centres undefined) | -31% | 4% | -10% | 2 | ? | 5% | 2% | 32%[activator] | 7% | 9% | 0%
Cc1ccccc1Cc1n[nH]c(=S)n1N | 16% | -7% | 0% | 0 | 2% | -8% | -3%[46.1 µM] | 5% | -3% | 0% | -12%
CC(=O)Nc1ccc(/C=C/c2ccc3cccc([N+](=O)[O-])c3n2)cc1 | -32%[inhibitor] | -2% | -9% | -11 | ? | -10% | -5% | -16% | -8% | -1% | 0%
COc1ccc(OCCC(=O)OCC(=O)NCc2ccc(F)cc2)cc1 | -14% | 3% | -1% | -2 | -2% | 0% | 2% | -2% | 7% | -9% | 0%
Cc1ccc(Cl)cc1Nc1nc(N2CCOCC2)nc(N2CCOCC2)n1 | 0% | ? | 1% | -8 | -18% | ? | -1% | -7% | 4% | 1% | 1%
COc1cc(N=Cc2c(CO)cnc(C)c2O)cc(OC)c1OC | -17% | 0% | -3% | -11 | -1% | 3% | 0% | 6% | 6% | -13% | -6%
Cc1cc(OCC(=O)NC(Cc2c[nH]c3ccc(O)cc23)C(=O)O)c2c(C)c(C)c(=O)oc2c1 (centres undefined) | -1% | -3% | -3% | 2 | -6% | 0% | 9% | 3% | 3% | 0% | -4%
C[n+]1cccc(C2C(C#N)=C(N)Oc3c2ccc2ccccc32)c1 (centres undefined) | -5% | -7% | -5% | 24 | ? | -7% | 0% | 24% | -1% | 18% | -1%
O=C(Nc1cnc2sccn2c1=O)c1ccccc1Cl | 27% | 5% | -5% | 34 | -3% | ? | -12% | -3% | 10% | 9% | 1%
COc1ccc(OCC(=O)N2CCC(Cc3ccccc3)CC2)cc1 | -11% | 20% | 2% | -14 | 5% | 0% | 3% | -2% | 5% | 6% | 0%
COc1ccc(-n2c(C)cc3cc(OC(C)=O)ccc32)cc1 | 9% | -5% | -2% | -1 | 0% | -22% | / | -13% | -15% | 0% | 0%
COc1ccc(S(=O)(=O)Nc2ccccc2C(=O)NCc2ccco2)cc1 | 19% | 6% | -7% | 2 | -11% | -10% | 2% | -1% | -1%[15.4 µM] | -26% | 2%
O=C(CSc1nnc(CNC(=O)c2ccccc2F)o1)Nc1ccc2c(c1)OCO2 | 0% | -2%[9.22 µM] | -3% | 2 | -11% | 21% | 1% | 6% | -8% | -1% | -2%
COC(=O)c1c[nH]n2c(=O)cc(CCl)nc12 | 4% | -8% | -3% | 2 | 0% | -3% | -3% | 6% | 16% | 5% | -2%
O=C(NC1CCCCCCC1)c1ccc(Br)o1 | -3% | 11% | -4% | -11 | -13% | ? | 4% | -3% | -10% | 1% | -2%
O=C(CSc1nnnn1-c1ccc(F)cc1)c1ccc(O)c(O)c1 | -24% | ? | -3% | 2 | -1% | -29% | -1% | -5% | 2% | -7% | -3%
CCN(CC)c1ccc(NC2=C(Cl)C(=O)c3ccccc3C2=O)cc1 | -20% | -2% | -2% | -93* | ? | ? | -1%[46.1 µM] | -13% | 0% | ? | ?
COc1ccccc1CC(=O)Nc1ccc(F)cc1F | 4% | 2% | -4% | 21 | -8% | ? | -1% | 1% | 16% | 5% | -4%
Cc1ccc(OCC(=O)c2c(O)c3ccccc3oc2=O)cc1C | 22% | 0% | -3% | -15 | ? | ? | 0% | -1% | -4% | 5% | 14%
CCOCc1[nH]c(=S)[nH]c(=O)c1Cc1ccc(OCC(C)C)cc1 | 12% | 4% | 0% | 6 | 1% | 13% | 0% | 3% | -9% | -3%[11.5 µM] | 1%
CCO[C@H]1OC(C(=O)NCc2nc3ccccc3[nH]2)=C[C@@H](C2CCCCC2)[C@@H]1CCCO | -15% | 3% | 1% | 8 | 10% | ? | -1% | -2% | -7% | -14% | -3%
O=C(Cn1cnc2scc(-c3ccc(F)cc3)c2c1=O)NCC(c1ccco1)N1CCCC1 (centres undefined) | 8% | -5% | -2% | 4 | 0% | 1% | 4% | 9% | -13% | 7% | 0%
CCn1cc(Br)c(C(=O)NN)n1 | ? | 1% | -4% | 6 | ? | ? | -6% | 2% | -2% | 3% | -2%
CC(C)(C)NC(=O)NC(=O)COC(=O)Cc1ccc(Cl)cc1Cl | -2% | 1% | -3% | 3 | -1% | 13% | 5% | 0% | -19% | 2% | -4%
C[n+]1ccccc1N1CCN(c2ccccc2Cl)CC1 | 14% | -2% | 0% | 1 | 1% | ? | 5%[46.1 µM] | -3% | 0% | 1% | 4%
COc1cc(/C=C/C(=O)OCC(=O)NCc2cccs2)ccc1OC(F)F | 25% | -1% | -2% | -7 | -7% | -1% | -1%[46.1 µM] | -1% | -2% | -8% | 8%
Cc1cccc(NC(=O)CN(C)S(=O)(=O)c2ccc(-c3ccc(=O)[nH]n3)s2)c1C | -4% | 6% | 1% | -9 | 2% | ? | -7% | -9% | 7% | 1% | -9%
COc1cc(O)c(C(CC(=O)N2CCCCC2)c2cc(OC)c(OC)c(OC)c2)c(OC)c1 (centres undefined) | -3% | 18% | / | 21 | 4% | 11% | -1% | 0% | -1% | -19% | 1%
CC1(C)CC(=O)C=C(c2ccc(Cl)c(C(F)(F)F)c2)C1 | -23% | -1% | / | -5 | ? | 12% | -10% | -11% | 7% | 3% | 1%
CC(C)c1nnc(NC(=O)COc2ccc3c(c2)OCO3)s1 | -25% | -11% | -1% | -9 | 3% | 13% | -4% | 2% | 1% | -1% | -1%
Cc1ccc(NC(=O)CCC(=O)OC(C(=O)c2ccc(C)c(C)c2)c2ccccc2)c(C)c1 (centres undefined) | 18% | 1% | 0% | 1 | -1% | 2% | -7% | -8% | 3% | -4% | -1%
COc1cccc(NC(=O)CCN2CCN(c3ccccc3F)CC2)c1 | 4% | -5% | -3% | -1 | 0% | -1% | -3% | 1% | -8% | -2% | -2%
CCCc1nnc(NC(=O)CCC(=O)Nc2ccc(Br)cc2)s1 | -8% | -11% | -1% | -6 | -6% | ? | 4% | 4% | 1% | 2% | -6%
O=C(N/N=C/c1ccco1)c1cccc([N+](=O)[O-])c1 | 26% | -2% | 0% | 6 | -4% | 3% | -5%[46.1 µM] | -1% | -8% | -1% | 0%
Cc1ccccc1C(=O)Nc1ccc2c(c1)CCCN2C(=O)c1cccs1 | 3% | 0% | -10% | -6 | ? | ? | -4% | -5% | 3% | 1% | -1%
